mIAP act = increases mouse intestinal alkaline phosphatase activity | AID 2805 | activation factor at 10 µM | muIAP, CDP-Star luminescence, 30 min; active compounds read high; 1 = vehicle-only enzyme signal, 0 = enzyme-free wells | 330,000 compounds, 0.24% hits;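 active means activation factor of at least 2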; further: the source names both 10 and 20 µM as test concentration; values of inactives mirror those of a sister screen read the other way
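Assay system: mouse IAP enzyme; reagent: chemiluminescent substrate CDP-Star; dosing: test compounds delivered from DMSO solution; schedule: 30 min at room temperature; measured by: luminescence from enzymatic CDP-Star hydrolysis; controls: DMSO-only wells and no-enzyme negative control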
APOBEC3A inh = blocks human APOBEC3A ssDNA deamination; recombinant A3A, FAM/TAMRA ssDNA deamination fluorescence; P31941; AID 493011; 330,000 compounds, 0.41% hits; inhibition, % at 20 µM;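 active means at least 40% inhibition at 20 µM here, with at most 30% in a related deaminase screen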;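 further: plate controls were A3A with DMSO for no effect and wells lacking A3A enzyme for full effect; some results filed as inactive read as strong as hits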
A3G deaminase = inhibitors of human APOBEC3G DNA deaminase; Q9HC16; recombinant A3G, ssDNA deamination FAM/TAMRA fluorescence; inhibition, % at 20 µM; 330,000 compounds, 0.28% hits;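 active means inhibition of at least 40% at 20 µM, with no more than 30% in the related APOBEC3A deaminase screen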;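 further: plate controls were DMSO wells with A3G for no effect and wells lacking A3G enzyme for full effect; some compounds called inactive have numbers as strong as hits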
Target sequence (Q9HC16 whole entry, looked up): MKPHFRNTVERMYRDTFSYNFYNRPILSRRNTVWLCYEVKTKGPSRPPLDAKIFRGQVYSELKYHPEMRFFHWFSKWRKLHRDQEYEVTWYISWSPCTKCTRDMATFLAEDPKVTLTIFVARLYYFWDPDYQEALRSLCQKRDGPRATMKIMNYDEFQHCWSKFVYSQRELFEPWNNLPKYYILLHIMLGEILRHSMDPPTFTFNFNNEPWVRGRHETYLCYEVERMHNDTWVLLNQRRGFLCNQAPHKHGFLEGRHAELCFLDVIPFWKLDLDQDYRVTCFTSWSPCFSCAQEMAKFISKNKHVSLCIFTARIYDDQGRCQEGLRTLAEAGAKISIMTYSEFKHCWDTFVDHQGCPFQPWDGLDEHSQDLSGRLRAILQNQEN
mIAP block = mouse IAP inhibition | purified mouse IAP, CDP-Star luminescence, 30 min | inhibition, % at 10 µM | 330,000 compounds, 0.2% hits | AID 2806;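 active means inhibition of at least 40% at 10 µM in the primary screen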;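 further: plate controls were DMSO with enzyme for no effect and no enzyme wells for full effect; values of inactives mirror those of a sister screen read the other way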
hIAP activ = human IAP activation | 330,000 compounds, 0.16% hits | activation factor at 10 µM | AID 2524 | purified human IAP, CDP-Star luminescence, 30 min; active compounds read high; 1 = vehicle-only enzyme, 0 = enzyme-free background;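 active means activation factor of the enzyme at least 2-fold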; further: the source names both 10 and 20 µM as test concentration; values of inactives mirror those of a sister screen read the other way
Target sequence (P09923 whole entry, looked up): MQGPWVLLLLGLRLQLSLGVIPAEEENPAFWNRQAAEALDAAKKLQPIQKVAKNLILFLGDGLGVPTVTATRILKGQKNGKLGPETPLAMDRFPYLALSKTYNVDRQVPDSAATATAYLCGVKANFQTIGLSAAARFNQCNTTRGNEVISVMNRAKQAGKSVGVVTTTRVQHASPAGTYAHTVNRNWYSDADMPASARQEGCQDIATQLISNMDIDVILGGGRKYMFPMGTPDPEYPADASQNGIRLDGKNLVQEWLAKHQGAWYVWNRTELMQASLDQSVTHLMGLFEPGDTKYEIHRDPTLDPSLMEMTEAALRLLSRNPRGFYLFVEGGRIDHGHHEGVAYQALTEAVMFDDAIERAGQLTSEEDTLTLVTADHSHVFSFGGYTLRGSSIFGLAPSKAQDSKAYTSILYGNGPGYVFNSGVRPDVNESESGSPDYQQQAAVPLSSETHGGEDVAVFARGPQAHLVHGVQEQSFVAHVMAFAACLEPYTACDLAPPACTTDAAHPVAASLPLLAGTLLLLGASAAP
NALP3 yeast inh = NALP3 inhibition in yeast | Yeast reconstituted NLRP3/ASC/caspase-1, beta-gal luminescence, 24 h | inhibition, % at 10 µM | 330,000 compounds, 0.39% hits | AID 2825;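 active means inhibition of 50% or more; inactive means inhibition below 50%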;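 further: plate controls were induced DMSO wells for no effect and uninduced yeast grown without galactose for full effect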
MIN6 prolif = inducers of beta-cell replication in MIN6 cells | proliferation, % at 10 µM | 330,000 compounds, 0.29% hits | MIN6 cells proliferation, ATPlite luminescence, 48 h; cells starved in 0.2% serum; 100% = growth in 10% serum;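 active means compounds whose signal lies at least 3.5 SD above the mean of all wells on their plate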;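 further: 0% = DMSO-treated cells in low-serum medium and 100% = 10% serum control; some compounds called inactive have numbers as strong as hits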
SENP1 FRET inh = inhibitors of human SENP1 SUMO protease catalytic domain. recombinant SENP1 catalytic domain, CyPet-SUMO1-YPet FRET cleavage. inhibition, % at 10 µM. 360,000 compounds, 0.21% hits;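 active means inhibition at least 30% at 10 µM, raw YFP signal under a set limit, fluorescence ratio 0.5 to 1.5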;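 further: 0% = enzyme with DMSO and 100% = no enzyme wells; some results filed as inactive read as strong as hits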
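material = recombinant human SENP1 catalytic domain, His6-tagged | quantity = 20 pM enzyme | reagent = 25 nM SUMO1 FRET substrate | compound dosing = 10 µM single point, 0.5% DMSO | timing = 50 min enzyme reaction, room temperature, light-protected | detection = FRET, CFP and YFP emission | control set = no-enzyme low, enzyme-DMSO high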
hIAP block = blocks human intestinal alkaline phosphatase. purified IAP, CDP-Star luminescence, 30 min. 330,000 compounds, 0.12% hits. AID 2544. P09923. inhibition, % at 10 µM;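 active means inhibition reaching a set limit with compound at 10 µM in the primary screen, cut at about 35% in these data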;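 further: plate controls were DMSO wells with enzyme for no effect and no-enzyme buffer wells for full effect; values of inactives mirror those of a sister screen read the other way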
An asterisk follows results filed as active; . = no result given. Not all compounds are listed, so the mix of outcomes need not match the whole.

Every second line gives: mIAP act | APOBEC3A inh | A3G deaminase | mIAP block | hIAP activ | NALP3 yeast inh | MIN6 prolif | SENP1 FRET inh | hIAP block
Cc1c(C(=O)N2CCOCC2)c(S(=O)(=O)Nc2ccc(OC(F)(F)F)cc2)c(C)n1C
→ 0.99 | 0 | -3 | 1 | 1.3 | -3 | -3 | 2 | -32
COc1ccc(-c2csc(NC(=O)C3CSC4(C)CCC(=O)N34)n2)cc1OC (configuration not stated)
→ 0.97 | 2 | -6 | 3 | 0.91 | 2 | -1 | 2 | 9
Cc1ccc(-n2nnc3c(=O)n(CC(=O)NCC4CCCO4)cnc32)cc1 (configuration not stated)
→ 0.99 | -4 | -3 | 1 | 0.84 | 3 | -1 | -1 | 16
CCO[C@H]1c2c(ccc3ccc(=O)oc23)OC(C)(C)[C@H]1O
→ 0.99 | -5 | -8 | 1 | 0.9 | -7 | -1 | -1 | 10
O=C(c1ccc(S(=O)(=O)N2CCCC2)cc1)N1CCCc2ccccc21
→ 1 | -1 | -8 | -2 | 0.98 | 10 | -2 | 4 | 2
O=C(OCC(=O)N1CCCCCC1)c1ccc(S(=O)(=O)N2CCOCC2)cc1
→ 0.99 | -2 | -5 | 1 | 1 | 1 | 1 | 1 | 0
CC12CCC(=O)N1C(C(=O)NNC(=O)COc1cccc(C(F)(F)F)c1)CS2 (configuration not stated)
→ 0.92 | 4 | -2 | 8 | 1.4 | 14 | 4 | 1 | -42
Cc1ccc(Nc2ncnc3c2oc2ccccc23)cc1
→ 1 | 0 | -8 | -1 | 0.9 | 17 | -2 | 1 | 10
COc1ccc(NC(=O)c2cc(-c3ccc(C)o3)nc3ccccc23)c(OC)c1
→ 0.98 | 4 | 2 | 2 | 1.3 | 8 | -1 | 1 | -29
O=C(CSc1ncnc2c1oc1ccccc12)c1cccs1
→ 1 | 0 | -4 | -3 | 0.98 | 47 | -4 | -12 | 2
Cc1cccc(C)c1NCc1n[nH]c(=S)n1-c1ccccc1
→ 0.9 | -5 | 8 | 10 | 0.96 | 8 | 2 | 2 | 4
COc1ccccc1C(=O)NNC(=S)NC(=O)c1cc(OC)c(OC)c(OC)c1
→ 0.84 | 1 | -8 | 16 | 1.3 | 19 | -4 | 1 | -31
O=C1C=C(c2ccc3[nH]ccc3c2)C[C@@H](c2ccc(Cl)cc2)C1
→ 0.86 | 2 | 3 | 14 | 1 | 18 | -7 | -2 | -4
CC1CCN(C(=S)c2ccc3c(c2)OCO3)CC1
→ 1 | -6 | -5 | 0 | 0.94 | 3 | -2 | 2 | 6
CC(=O)N[C@@H](CC(=O)N[C@H](CCC(=O)O)C(=O)O)C(=O)O
→ 0.97 | -3 | -6 | 3 | 0.77 | 18 | 5 | 1 | 23
O=C(COC(=O)CSc1nnc(-c2ccc(Cl)cc2)o1)NCc1ccc2c(c1)OCO2
→ 1 | 3 | 2 | -4 | 0.98 | 19 | 0 | 3 | 2
Cc1cc(C#N)c(C)c(SCc2[nH]nc3c2C(c2ccccc2)C(C#N)=C(N)O3)n1 (configuration not stated)
→ 0.92 | -6 | -5 | 8 | 1.5 | 19 | -5 | -12 | -54
COc1cc(OC)cc(C(=O)NCCSCc2ccco2)c1
→ 1 | 2 | 0 | -4 | 1 | 9 | -2 | . | 0
Cc1ccc(SCCNC(=O)C(CO)(CO)CO)cc1
→ 0.98 | -2 | 1 | 2 | 1.1 | 2 | -2 | 1 | -10
CCOc1ccc2nc(N3CCCN(C(=O)Nc4ccccc4C)CC3)c(C#N)cc2c1
→ 1.1 | -2 | -5 | -7 | 1.3 | 3 | -4 | -30 | -28
O=c1nc(Nc2ccc([N+](=O)[O-])cc2)[nH]c(=O)[nH]1
→ 1 | -2 | -6 | -2 | 0.89 | 13 | 1 | 1 | 11
CC(=O)c1ccc(OCCCC(=O)NC2CCC(C)CC2)cc1 (configuration not stated)
→ 0.92 | -2 | -1 | 8 | 0.92 | 43 | 0 | 1 | 8
CCN(CC)S(=O)(=O)c1ccc(N2CCOCC2)c(NC(=O)CC23CC4CC(CC(Br)(C4)C2)C3)c1
→ 1.1 | 1 | 1 | -9 | 0.9 | -8 | -2 | -1 | 10
CN1c2ccccc2C(O)=C(C(=O)Nc2ccccc2)S1(=O)=O
→ 1 | 2 | -2 | -1 | 0.89 | -4 | 1 | 4 | 11
Cc1cc(N2CCCCCC2)n2nc(C)c(-c3ccccc3)c2n1
→ 0.91 | -1 | -6 | 10 | 1 | 21 | -5 | 1 | 0
Cc1ccc(NC(=O)CN2C(=O)COc3ccc(S(=O)(=O)N4CCCC4)cc32)c(C)c1
→ 1 | -4 | -6 | 0 | 1.1 | 22 | 0 | -1 | -10
CCOC(=O)c1sc(NC(=O)CN2C(=O)NC3(CC(C)CC(C)(C)C3)C2=O)c(C(=O)OCC)c1C (configuration not stated)
→ 0.9 | 4 | -3 | 10 | 0.99 | 15 | 0 | 2 | 1
CNC(=O)/C(C#N)=c1\s/c(=C/C(=O)OC)c(=O)n1-c1ccccc1
→ 0.83 | -3 | -6 | 17 | 1.4 | 4 | -2 | 1 | -38
O=C(COC(=O)c1ccc(O)cc1)NCc1ccc2c(c1)OCO2
→ 1.1 | 1 | -3 | -5 | 1.1 | 3 | -1 | 0 | -6
O=C(O)CCCn1cc(NC(=O)COc2ccc(F)cc2F)cn1
→ 1.1 | -2 | 1 | -10 | 0.93 | 15 | 0 | -1 | 7
CC(C)(C)OC(=O)C[C@H]1C/C=C\C[C@H](CC(=O)N(CCO)Cc2ccccc2)C(=O)NCCOC1=O
→ 1.1 | 2 | -3 | -5 | 1.1 | -4 | 1 | 2 | -9
O=C(CN1C(=O)C2CC=CCC2C1=O)Nc1ccc(S(=O)(=O)Nc2ncccn2)cc1 (configuration not stated)
→ 0.98 | 6 | -10 | 2 | 1.1 | 5 | 1 | 1 | -7
Cc1cccc(N2CCN(S(=O)(=O)c3ccc4[nH]c(=O)c(=O)[nH]c4c3)CC2C)c1 (configuration not stated)
→ 1.1 | -6 | -5 | -9 | 1.5 | -9 | -3 | . | -51
Cc1nc(C)n(CC(=O)c2ccc(Cl)cc2Cl)n1
→ 1.1 | 0 | -8 | -9 | 0.97 | 7 | -1 | -1 | 2
N/C(=N\OC(=O)c1cc(-c2ccccc2)nc2ccccc12)c1ccccn1
→ 0.83 | -1 | -7 | 17 | 0.8 | 6 | -6 | 3 | 20
CCCc1nnc(SCC(=O)Nc2ccc3c(c2)OCCO3)n1CCOC
→ 1 | 1 | -3 | -2 | 1 | 13 | -2 | 2 | -4
CCOC(=O)N1CCN(c2nnc(-c3ccc(C)cc3)c3ccccc23)CC1
→ 0.84 | -3 | -4 | 16 | 0.77 | 1 | -3 | 2 | 23
CCCc1[nH]n(-c2ccc(F)cc2)c(=O)c1C=Nc1ccc(C)cc1
→ 0.95 | 4 | 7 | 5 | 1.1 | 13 | -1 | -2 | -13
Cc1ccc(OCC(O)CN2CCN(CC(O)COC(C)C)CC2)c(C(C)(C)C)c1 (configuration not stated)
→ 1 | -2 | -4 | -1 | 1 | 16 | 1 | 2 | -4
Cc1[nH]c2ccc(F)cc2c1CCN(Cc1ccncc1)C(=S)Nc1ccc(F)cc1
→ 1.3 | -3 | -10 | -29 | 1.1 | 10 | -5 | 2 | -14
CC(=O)N1CCCc2cc(S(=O)(=O)N3CCCC(C(=O)Nc4ccc(C)cc4C)C3)ccc21 (configuration not stated)
→ 1 | -5 | -8 | -3 | 0.94 | 7 | 0 | 3 | 6
Cc1ccc(C(=O)N/C(=C\c2ccc(-c3ccc(Br)cc3)o2)C(=O)NC2CCS(=O)(=O)C2)cc1 (configuration not stated)
→ 0.76 | -1 | -5 | 24 | 0.89 | 12 | 0 | -5 | 11
Cc1ccccc1CC(=O)Nc1cccc(S(=O)(=O)N2CCCC2)c1
→ 1.1 | 0 | -3 | -13 | 1.2 | 12 | -4 | -6 | -18
O=C(c1cc(Cl)ccc1OCc1ccccc1)N1CCOCC1
→ 0.92 | 7 | 2 | 8 | 1 | 21 | -1 | 0 | -1
CCN(Cc1ccccc1)C(=O)COc1cc(=O)n(CC)c2ccccc12
→ 0.95 | -1 | -4 | 5 | 1 | 1 | 0 | 0 | -3
O=C(CCC1CCCCC1)NCc1cccs1
→ 1.1 | -1 | 0 | -6 | 0.83 | 36 | -1 | 1 | 17
CCC1=Nc2cc(C(=O)NCc3ccco3)ccc2Sc2ccc(Cl)cc21
→ 0.89 | 1 | 1 | 12 | 0.82 | 11 | -2 | -1 | 18
NC(=O)c1cc2ccc(O)cc2oc1=NCc1ccccc1
→ 1.1 | 0 | -5 | -6 | 1 | -2 | -2 | -23 | -1
Cc1cc(CNC(=O)C2(C(F)(F)F)C/C(=C\Cc3ccccc3)CCCO2)nn1C (configuration not stated)
→ 1 | -4 | -12 | -3 | 0.76 | 4 | -1 | 0 | 24
Brc1ccc(-c2noc3c2-c2nc(C4CCCCC4)sc2CC3)cc1
→ 0.98 | -5 | -12 | 2 | 0.92 | 0 | -3 | 2 | 8
O=C(O)c1cc(/C=C/c2ccc(N3CCOCC3)cc2)nc2ccccc12
→ 0.95 | 4 | -1 | 5 | 0.96 | -2 | -7 | -31 | 4
COCCNc1ncnc2c1cnn2-c1ccc(Cl)cc1
→ 1.1 | -4 | -6 | -6 | 1.1 | 32 | -2 | 1 | -6
NC(N)=Nc1nc2ccc(Br)cc2c(=O)[nH]1
→ 0.97 | 0 | -4 | 3 | 1.1 | 8 | -2 | 2 | -8
COc1ccc(CCNC(=O)c2cc3ccccn3n2)c(OC)c1OC
→ 1 | -2 | 2 | -3 | 0.98 | 10 | -2 | 0 | 2
OC1(c2cccs2)CN(c2ccc(Br)cc2)C2=[N+]1CCCS2 (configuration not stated)
→ 0.95 | -2 | -8 | 5 | 2.8* | 23 | -2 | -2 | -180
CC12CCC(C(=O)NCCCn3ccnc3)(OC1=O)C2(C)C (configuration not stated)
→ 1.1 | -5 | 2 | -6 | 1.2 | 15 | -2 | 1 | -20
COc1ccc(C)cc1S(=O)(=O)N1CCC(C(=O)NCCC2=CCCCC2)CC1
→ 1.1 | 3 | -2 | -14 | 1 | 12 | 1 | 1 | -4
COC(=O)C1CCN(S(C)(=O)=O)CC1
→ 0.9 | -2 | -1 | 10 | 1 | -9 | 0 | 5 | 0
O=S(=O)(NCC1CN(S(=O)(=O)c2c(F)cccc2F)C1)c1ccc2c(c1)OCCO2
→ 1.1 | 7 | -2 | -7 | 0.93 | 14 | -2 | 3 | 7
Nc1nc(-c2ccccn2)nc(N)c1Cc1ccc(Cl)cc1Cl
→ 0.86 | -1 | -5 | 14 | 1.1 | 22 | -4 | 5 | -6

High-throughput results: PubChem BioAssay, Sanford-Burnham Center for Chemical Genomics
